FBW7 activator = human FBW7 E3 ligase activation, primary screen. AlphaScreen FBW7–phospho-cyclin E peptide binding, activator screen. AID 1259310. Q969H0. hit rate 0.13% among 650,000. normalized activity (activation), % at 26.1 µM; in the data active = normalized activity above about 1.9%;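 note: purified mutant Fbw7 with reduced substrate affinity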
TEAD-YAP block = TEAD-YAP interaction inhibition; AID 1259422; HEK-TIYL cells, TEAD-Gal4/YAP UAS-luciferase luminescence; inhibition, % at 9.12 µM; hit rate 1.4% among 640,000; in the data active = inhibition above about 32%;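 note: 0% = median of test compound wells and 100% = reference inhibitor wells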
GPR151 activ = human GPR151 activation. Q8TDV0. PathHunter beta-arrestin GPR151 cells, luminescence. activation, % at 11.2 µM. hit rate 1% among 650,000; in the data active = activation above about 4.9%;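 note: 0% = median of compound wells and 100% = cells with positive control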
Target sequence (Q8TDV0 whole entry, looked up): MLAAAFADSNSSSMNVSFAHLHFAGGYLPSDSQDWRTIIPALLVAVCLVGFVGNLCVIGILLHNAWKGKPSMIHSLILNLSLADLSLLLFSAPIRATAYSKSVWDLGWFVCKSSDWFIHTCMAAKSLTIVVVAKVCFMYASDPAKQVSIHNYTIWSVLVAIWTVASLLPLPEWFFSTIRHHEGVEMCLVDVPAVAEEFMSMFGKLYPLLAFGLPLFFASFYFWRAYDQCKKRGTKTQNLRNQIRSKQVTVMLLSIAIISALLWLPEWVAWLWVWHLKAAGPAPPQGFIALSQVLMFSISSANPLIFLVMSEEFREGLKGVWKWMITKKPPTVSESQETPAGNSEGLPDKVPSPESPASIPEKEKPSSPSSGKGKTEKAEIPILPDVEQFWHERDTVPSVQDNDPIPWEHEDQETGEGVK
MITF primary = blocks human microphthalmia-associated transcription factor; inhibition, % at 2.6 µM; O75030; hit rate 0.91% among 650,000; AID 1259374; AlphaScreen MITF homodimerization, bead proximity signal; in the data active = inhibition above about 50%;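 note: 0% = vehicle wells with protein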
Target sequence (O75030 whole entry, looked up): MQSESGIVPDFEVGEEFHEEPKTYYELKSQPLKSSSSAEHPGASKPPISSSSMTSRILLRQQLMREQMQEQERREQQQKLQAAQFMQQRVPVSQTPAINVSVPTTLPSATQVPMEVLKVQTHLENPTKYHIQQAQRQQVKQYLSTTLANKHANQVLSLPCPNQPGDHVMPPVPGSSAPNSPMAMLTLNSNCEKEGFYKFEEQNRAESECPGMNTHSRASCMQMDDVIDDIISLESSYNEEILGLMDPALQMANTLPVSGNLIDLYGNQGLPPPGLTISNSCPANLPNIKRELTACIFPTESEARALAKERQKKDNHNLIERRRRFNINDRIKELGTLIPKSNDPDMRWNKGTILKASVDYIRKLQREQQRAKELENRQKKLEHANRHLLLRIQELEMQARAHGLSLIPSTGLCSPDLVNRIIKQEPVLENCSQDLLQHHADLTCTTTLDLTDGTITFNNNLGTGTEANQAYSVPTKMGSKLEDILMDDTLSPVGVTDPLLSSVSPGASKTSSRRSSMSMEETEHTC
* marks the source's active call; other numbers are inactive results.

Short keys: A = FBW7 activator; B = TEAD-YAP block; C = GPR151 activ; D = MITF primary
molecule: COc1ccc(OC)c(N2CC(O)(c3ccc4c(c3)OCCO4)[N+]3=C2CCCCC3)c1 (stereo unspecified)
  A = 0.0	B = 15	C = -1.3	D = 9
molecule: CCOC(=O)C1=C(C)N=c2s/c(=C/c3ccc(C(C)C)cc3)c(=O)n2C1c1c(OC)ccc2ccccc12 (stereo unspecified)
  A = 0.0	B = 6	C = 0.1	D = 3
molecule: CC1=C/C(=N\N=C2\NC(=O)C(CC(=O)Nc3ccc(C(=O)O)cc3)S2)CC(C)(C)C1 (stereo unspecified)
  A = -0.1	B = -2	C = -1.6	D = 68*
molecule: CC1CCCCN1CCNC(=O)c1cnn(-c2ccccc2)c1-n1cccc1 (stereo unspecified)
  A = -0.1	B = 4	C = 0.6	D = 4
molecule: Cc1cc(Br)ccc1N1C(=O)/C(=C/c2ccc(-c3ccc([N+](=O)[O-])cc3)o2)C=C1c1ccccc1
  A = 0.0	B = -3	C = 0.4	D = 23
molecule: COc1cc(N2CCOCC2)ccc1Nc1cc(-c2nocc2-c2cnn(C)c2)ccn1
  A = -0.3	B = -13	C = 0.7	D = 3
molecule: Cc1ccc(CNC(=O)C2CCCN(C(=O)Nc3ccccc3)C2)cc1 (stereo unspecified)
  A = 0.3	B = 7	C = 2.0	D = -1
molecule: CCOc1ccc(-c2nnn(CC(=O)c3ccc4c(c3)OCCO4)n2)cc1
  A = -0.1	B = -8	C = -0.9	D = 6
molecule: N#Cc1oc2ccccc2c1NC(=O)COC(=O)c1n[nH]c2ccccc12
  A = 0.0	B = 4	C = -0.3	D = 6
molecule: CCOC(=O)C1C(=O)C=C(c2cccc(OC)c2)CC1c1cccs1 (stereo unspecified)
  A = 0.1	B = 5	C = 1.3	D = -2
molecule: Clc1ccc(NCc2nncn2-c2ccccc2)cc1
  A = -0.2	B = 14	C = 1.4	D = 8
molecule: CCOCCCNC(=O)c1ccc(OC(C)=O)cc1
  A = 0.0	B = -2	C = 6.8*	D = 13
molecule: O=C(COc1ccc(F)cc1)Nc1cc(C(=O)O)cc(C(=O)O)c1
  A = 0.0	B = 1	C = 0.6	D = 6
molecule: O=C(NC1CCCC1)c1nn2c(C(F)(F)F)cc(-c3cccs3)nc2c1Br
  A = 0.1	B = 6	C = 0.8	D = 12
molecule: O=C(CCc1nc2ccccc2s1)OCC(=O)c1ccc[nH]1
  A = -0.1	B = -1	C = -0.6	D = 1
molecule: Cc1ccc(C(=O)NC(Nc2ccccc2Cl)C(=O)c2ccccc2)cc1 (stereo unspecified)
  A = 0.5	B = 4	C = -1.1	D = 13
molecule: CN(C)CCCN1C(=O)C(=O)/C(=C(\O)c2ccc(Cl)cc2)C1c1cccs1 (stereo unspecified)
  A = -0.2	B = 9	C = -1.5	D = 1
molecule: CCOc1ccc(NC(=O)CSC2=C(C#N)C(c3ccc(Cl)cc3)C(C(=O)OC(C)(C)C)=C(C)N2)cc1 (stereo unspecified)
  A = 0.1	B = -6	C = -0.9	D = 6
molecule: CC1=CC2=C(OC1N(C)C)c1cccc3cccc(c13)C2=O (stereo unspecified)
  A = 0.2	B = -2	C = 0.3	D = -6
molecule: COc1ccc(-c2noc(N3CCN(c4ccc(F)cc4)CC3)n2)cc1
  A = -0.1	B = -10	C = -2.6	D = -2
molecule: O=C(O)c1cc(S(=O)(=O)Nc2cccc(Br)c2)ccc1O
  A = 0.3	B = -2	C = 2.1	D = 6
molecule: CCc1c(-c2ccccc2)n(-c2ccccc2)c2nc3c(c(=O)n(C)c(=O)n3C)n12
  A = 0.0	B = 7	C = -0.4	D = -10
molecule: COC(=O)C1=CN(Cc2ccc(OC)c(OC)c2)C=C(C(=O)OC)C1c1ccc(Cl)c([N+](=O)[O-])c1
  A = -0.1	B = -8	C = -1.8	D = 10
molecule: Cc1ccccc1-n1c(C)c(C)n2c3c(=O)n(CC(N)=O)c(=O)n(C)c3nc12
  A = 1.0	B = -3	C = 1.9	D = -2
molecule: COc1ccc(-c2nc(NC(=O)CC(c3ccccc3)c3ccccc3)sc2-c2ccc(OC)cc2)cc1
  A = 0.0	B = -20	C = -0.2	D = 12
molecule: COc1ccc(C)cc1NC(=O)COC(=O)c1cccc(N2C(=O)c3ccccc3C2=O)c1
  A = -0.1	B = 7	C = -0.4	D = 10
molecule: COc1ccc(S(=O)(=O)Nc2ccc(C(C)C)cc2)cc1
  A = 0.0	B = 19	C = 1.2	D = 3
molecule: CCOC(=O)C1CCN(C(=O)Cn2cnc3c2c(=O)n(C)c(=O)n3C)CC1
  A = 0.4	B = 2	C = -1.2	D = 17
molecule: CC1=C(C(=O)OCC2CCCO2)C(c2cccs2)C2=C(CC(C)(C)CC2=O)N1 (stereo unspecified)
  A = -0.1	B = 6	C = 0.1	D = -1
molecule: CCCCSc1nnc2c(n1)OC1(Nc3ccccc3-2)C(=O)Nc2ccc(F)cc21 (stereo unspecified)
  A = 0.1	B = -4	C = -1.2	D = 16
molecule: Cc1ccc(N=C2S/C(=C3\C(=O)N(C)c4ccc([N+](=O)[O-])cc43)C(=O)N2c2ccc(C)cc2)cc1
  A = -0.1	B = -2	C = 0.2	D = 4
molecule: COc1ccc(C2NC(=S)NC(C)=C2C(=O)Nc2ccc(F)c(F)c2)c(OC)c1 (stereo unspecified)
  A = 0.2	B = 3	C = -0.2	D = 13
molecule: COc1ccc(CCNC(=O)c2csc(-c3csc4ccccc34)n2)cc1
  A = 0.0	B = -4	C = 1.7	D = -10
molecule: CCOC(=O)CSc1nc2ccc(C)cc2[nH]1
  A = 0.1	B = 2	C = -1.2	D = -4
molecule: Cc1nc(N2CC(O)CC2C(N)=O)c2c3c(sc2n1)CCC3 (stereo unspecified)
  A = 0.5	B = -4	C = -0.6	D = 17
molecule: COc1ccc(C)cc1S(=O)(=O)N(CC(N)=O)c1ccc(Cl)cc1
  A = 0.2	B = 8	C = 0.0	D = -5
molecule: CCOC(=O)C1=C(C)N=c2s/c(=C\c3cc(Cl)cc(Cl)c3O)c(=O)n2C1c1ccc(OCC)c(OCC)c1 (stereo unspecified)
  A = 0.1	B = -3	C = -0.9	D = 5
molecule: O=C(N1CCCC1)C12CC3CC(CC(Cl)(C3)C1)C2
  A = 0.1	B = -3	C = -1.0	D = -3
molecule: COCC(=O)NC(CC(C)C)c1nnc2n1CCN(Cc1ccc(OC)cc1)CC2 (stereo unspecified)
  A = -0.1	B = 1	C = -1.2	D = 3
molecule: COC(=O)c1c(NC(C)=O)sc2c1CCC(C)C2 (stereo unspecified)
  A = 0.0	B = 1	C = 0.2	D = 1
molecule: CCOC(=O)c1ccc(CN(Cc2ccc(F)cc2)S(=O)(=O)c2ccc(F)c(C(=O)Nc3ccc(Cl)cc3F)c2)cc1
  A = 0.3	B = 2	C = 0.1	D = 20
molecule: CCCN1CC=C2C(C#N)=C(N)C(C#N)(C#N)C(c3cccnc3)C2C1 (stereo unspecified)
  A = 0.0	B = 7	C = -0.5	D = -2
molecule: CC(=O)NCC1Cc2cc(-c3cncnc3)cc(Cl)c2O1 (stereo unspecified)
  A = 0.2	B = -5	C = 0.3	D = -2
molecule: CC(=O)Nc1ccc(OCC(=O)Nc2cccc(C)c2C)cc1
  A = 0.7	B = -14	C = -1.7	D = 15
molecule: CC1(C)C(c2ccccc2)=NC(c2ccccc2F)=[N+]1[O-]
  A = 0.2	B = -5	C = 2.6	D = 1
molecule: COc1ccc(-c2nc3ccccc3c(=O)n2-c2nc3ccccc3n2C)cc1
  A = 0.4	B = 88*	C = -0.4	D = -9
molecule: CCc1ccccc1N(C)C(=O)c1cn(-c2ccc(F)cc2F)c(=O)c2ccccc12
  A = -0.1	B = -1	C = -0.2	D = -11
molecule: CC(Nc1cc(N2CCN(C(=S)NC(=O)c3cccs3)CC2)ccc1[N+](=O)[O-])c1ccccc1 (stereo unspecified)
  A = -0.1	B = -6	C = 0.1	D = 4
molecule: CCOC(=O)C1=C(C)N=c2s/c(=C/c3ccc(OCCOc4cccc(C)c4)c(OCC)c3)c(=O)n2C1c1ccc(OC)cc1 (stereo unspecified)
  A = -0.1	B = 4	C = 0.4	D = -1
molecule: CC(=O)c1ccc(N2CC(O)=C(c3nc4ccccc4[nH]3)C2=N)cc1
  A = 0.5	B = -28	C = -0.3	D = 14

Reformatted with two lines to a compound: 7 of the compounds above.
Below each compound: FBW7 activator, TEAD-YAP block, GPR151 activ, MITF primary
CCOC(=O)C1C(=O)C=C(c2cccc(OC)c2)CC1c1cccs1 (stereo unspecified)
  0.1, 5, 1.3, -2
COc1ccc(C2NC(=S)NC(C)=C2C(=O)Nc2ccc(F)c(F)c2)c(OC)c1 (stereo unspecified)
  0.2, 3, -0.2, 13
Cc1nc(N2CC(O)CC2C(N)=O)c2c3c(sc2n1)CCC3 (stereo unspecified)
  0.5, -4, -0.6, 17
COc1ccc(S(=O)(=O)Nc2ccc(C(C)C)cc2)cc1
  0.0, 19, 1.2, 3
CCCN1CC=C2C(C#N)=C(N)C(C#N)(C#N)C(c3cccnc3)C2C1 (stereo unspecified)
  0.0, 7, -0.5, -2
O=C(COc1ccc(F)cc1)Nc1cc(C(=O)O)cc(C(=O)O)c1
  0.0, 1, 0.6, 6
CC1=C/C(=N\N=C2\NC(=O)C(CC(=O)Nc3ccc(C(=O)O)cc3)S2)CC(C)(C)C1 (stereo unspecified)
  -0.1, -2, -1.6, 68*

Remaining list, next part
Short keys: A = FBW7 activator; B = TEAD-YAP block; C = GPR151 activ; D = MITF primary
molecule: Cc1ccc(N2CC(C(=O)Nc3ccc(C)c(Cl)c3)CC2=O)cc1 (stereo unspecified)
  A = 0.0	B = -10	C = -1.2	D = 8
molecule: O=C1C2C3C=CC(C2C(=O)N1C1CCCCC1)C1C2C(=O)N(C4CCCCC4)C(=O)C2C31 (stereo unspecified)
  A = -0.2	B = 4	C = 1.7	D = 0
molecule: c1ccc(OCCNc2nc(N3CCc4ccccc4C3)nc3c2ncn3C2CCCCC2)cc1
  A = -0.2	B = -3	C = 0.2	D = 5
molecule: Cc1ccc(C)c(N2CCN(Cc3nnnn3Cc3cccs3)CC2)c1
  A = 1.5	B = 2	C = -2.2	D = 9
molecule: Cc1cc(C(F)(F)F)nc(SCC(=O)c2cccc([N+](=O)[O-])c2)n1
  A = 0.0	B = 4	C = -1.3	D = -7
molecule: CNC(=O)CSc1ncc(-c2ccccc2)n1Cc1ccccc1
  A = -0.1	B = -31	C = 0.8	D = -10
molecule: COc1ccc(Oc2coc3cc(OCc4ccc(C)cc4)ccc3c2=O)cc1
  A = -0.1	B = 5	C = -1.4	D = -8
molecule: O=C(Nc1ccc2c(c1)OCCO2)C1CCN(S(=O)(=O)c2ccc(Cl)cc2)CC1
  A = 0.1	B = 0	C = -0.1	D = -3
molecule: COc1cccc(C2/C(=C(\O)c3ccccc3)C(=O)C(=O)N2c2ccc(C)c(Cl)c2)c1 (stereo unspecified)
  A = -0.1	B = -9	C = 0.3	D = 11
molecule: Cc1ccccc1-c1nc2s/c(=C3\C(=O)N(CC(=O)O)c4ccccc43)c(=O)n2n1
  A = -0.1	B = 6	C = 0.2	D = 3
molecule: CCNC(=S)N1CCN(c2nc(-c3cccc(OC)c3)cs2)CC1
  A = -0.1	B = 12	C = 0.9	D = -7
molecule: Cc1cccc(OC(=O)CN2C(=O)C3C4CCC(C4)C3C2=O)c1C (stereo unspecified)
  A = 0.0	B = 4	C = 0.2	D = 0
molecule: CCc1ccc(OC)c(S(=O)(=O)Nc2ccc3c(c2)CC(=O)N3CC)c1
  A = -0.1	B = -4	C = -0.5	D = -5
molecule: CCOC(CNC(=O)CN1CCOc2ccccc21)OCC
  A = 0.0	B = -7	C = 0.4	D = 3
molecule: CC(/C=C1\N=C(c2cccc(Cl)c2Cl)OC1=O)=C\c1ccccc1
  A = -0.1	B = -3	C = -0.7	D = -5
molecule: N#C/C(=C/c1ccccc1[N+](=O)[O-])c1nc2c(s1)CCCC2
  A = 0.0	B = -4	C = 2.0	D = 11
molecule: O=C1C(=O)N(Cc2cc(=O)oc3cc4c(cc23)CCC4)C(=O)N1Cc1ccccc1
  A = -0.1	B = -6	C = -0.1	D = 1
molecule: Clc1ccc(-c2csc3ncnc(-n4ccnc4)c23)cc1
  A = -0.1	B = -8	C = 0.2	D = -2
molecule: CC(C)(C)c1ccc(OCc2nnc(SCC(N)=O)n2N)cc1
  A = -0.1	B = 3	C = 1.5	D = 8
molecule: Cc1ccc(C)n1CCCCNC(=O)CC#N
  A = 0.0	B = -1	C = 0.0	D = 18
molecule: Cc1ccc(-c2n[nH]c(=O)c3ccccc23)cc1S(=O)(=O)N1CCOCC1
  A = 0.3	B = -14	C = -0.7	D = -16
molecule: Cc1ccc(S(=O)(=O)NC(C(C)C)C(C)C)cc1[N+](=O)[O-]
  A = -0.1	B = -8	C = 0.1	D = -1
molecule: OCC1(CCCc2ccccc2)CCN(Cc2ccncc2)CC1
  A = 0.0	B = -2	C = 1.0	D = -15
molecule: CCNC(=O)c1cc(Cl)c(OCC)c(OCC)c1
  A = -0.1	B = 1	C = 1.0	D = -3
molecule: CC(=O)Nc1nc2c(Cl)cc(Cl)cc2s1
  A = -0.1	B = -3	C = 0.7	D = -5
molecule: CC(=O)N(Cc1ccco1)c1nc2ccc(F)cc2s1
  A = -0.3	B = 6	C = 0.4	D = 2

Full records, quoted from the list. Values in the order: FBW7 activator	TEAD-YAP block	GPR151 activ	MITF primary
`CC(/C=C1\N=C(c2cccc(Cl)c2Cl)OC1=O)=C\c1ccccc1` in the list: -0.1	-3	-0.7	-5
`Cc1cc(C(F)(F)F)nc(SCC(=O)c2cccc([N+](=O)[O-])c2)n1` in the list: 0.0	4	-1.3	-7
